GPR55 activation: GPR55 agonists via beta-arrestin recruitment, primary screen, imaging, U2OS cells, beta-arrestin-GFP redistribution (AID 1961); G-protein coupled receptor 55 (Homo sapiens); U2OS GPR55 beta-arrestin-GFP redistribution imaging; higher % means a stronger effect; activation, % at 10 µM, or EC50 in µM where a hit was titrated; 290,000 tested, 0.048% active;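 active means activation above 40% with more than 50 cells counted in the well; inconclusive means wells holding fewer than 50 cells, flagged as toxic or sparse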;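 further: U2OS osteosarcoma cells stably expressing GPR55 and beta-arrestin-GFP; plate controls were DMSO negative control for no effect and LPI positive control for full effect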
K1F lysis inhibition: inhibition of K1F phage lysis, E. coli UTI89, bacterial capsule biogenesis inhibitors, alamar blue (AID 488966); one-dose inhibition, % at 100 µM; IC50 in µM for titrated hits; E. coli UTI89 K1F phage lysis, alamar blue, 2 h; higher % means a stronger effect; 340,000 tested, 0.02% active;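 active means phage lysis inhibition, versus mean bacterial control, above a set limit; inconclusive means no clear call, values can overlap the other calls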;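 further: capsule biogenesis inhibitors block K1F phage lysis so surviving cells raise fluorescence; higher fluorescence means more inhibition of phage lysis; actives were called in the ten point dose series up to 300 µM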
MgcRacGAP inhibition: MgcRacGAP GTPase-activating activity inhibitors, confirmation, biochemical, ADP Hunter fluorescence; MgcRacGAP-stimulated Rac1 GTP hydrolysis, ADP Hunter fluorescence; higher % means a stronger effect; GST-tagged Rac1 F28L mutant substrate; inhibition, % at 30 µM, or IC50 in µM where a hit was titrated; 340,000 tested, 0.6% active;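 active means first-screen hits whose inhibition reached a set limit at any dose in the follow-up dose series; inconclusive means inhibition above the set first-screen limit but never retested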;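 further: fluorescence reports GDP produced by GAP-driven GTP hydrolysis; strong numbers were not always called active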
GPR55 antagonists: GPR55 antagonists blocking LPI-driven arrestin recruitment, primary screen, imaging, U2OS, beta-arrestin-GFP, LPI agonist (AID 2013); 290,000 tested, 0.13% active; U2OS GPR55 beta-arrestin-GFP translocation imaging, LPI antagonism; higher % means a stronger effect; one-dose inhibition, % at 10 µM; IC50 in µM for titrated hits;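 active means spots per cell inhibited over 60%, with over 100 cells counted and total cytoplasm intensity under 500,000; inconclusive means wells with under 100 cells, flagged as likely toxic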;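 further: U2OS cells stably carrying GPR55 and arrestin-GFP stimulated by 5 µM LPI near EC80; imaged beta-arrestin-GFP aggregate spots per cell after agonist stimulation; plate controls were LPI-stimulated DMSO wells for no effect and DMSO wells without LPI for full effect; some results filed as inactive read as strong as hits; confirmed hits need IC50 under 10 µM and bright autofluorescent wells are also inconclusive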
NTR1 agonist: agonists of NTR1, primary screen, imaging, U2OS cells, beta-arrestin-GFP, high content (AID 493036); NTR1-U2OS beta-arrestin-GFP spot imaging, agonist mode; Neurotensin receptor type 1 (Homo sapiens), P30989; activation, % at 20 µM; 330,000 tested, 0.17% active;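 active means activation at or above 40% of the spot to cytoplasm intensity ratio, with at least 20 cells analyzed; inconclusive means wells under 20 cells, flagged as cytotoxic or low count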;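 further: 0% = DMSO without peptide and 100% = 100 nM NTR1 peptide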
Target sequence (P30989 whole entry, looked up): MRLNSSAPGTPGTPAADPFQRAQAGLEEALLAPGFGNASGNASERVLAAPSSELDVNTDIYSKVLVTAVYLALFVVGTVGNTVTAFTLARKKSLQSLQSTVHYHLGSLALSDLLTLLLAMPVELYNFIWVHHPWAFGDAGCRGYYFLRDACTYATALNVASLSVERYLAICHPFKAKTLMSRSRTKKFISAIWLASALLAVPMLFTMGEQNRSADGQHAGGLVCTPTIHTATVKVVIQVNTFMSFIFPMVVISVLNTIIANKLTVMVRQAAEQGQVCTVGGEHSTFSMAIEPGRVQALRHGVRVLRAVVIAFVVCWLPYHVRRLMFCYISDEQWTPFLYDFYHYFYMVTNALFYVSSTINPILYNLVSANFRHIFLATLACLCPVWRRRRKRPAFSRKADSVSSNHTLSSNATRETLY
GPR35 arrestin U2OS: GPR35 antagonists blocking zaprinast-driven arrestin recruitment, primary screen, imaging, U2OS, beta-arrestin-GFP, zaprinast agonist (AID 2058) | G-protein coupled receptor 35 (Homo sapiens) | U2OS GPR35 beta-arrestin-GFP translocation imaging, zaprinast antagonism; higher % means a stronger effect | inhibition, % at 10 µM, or IC50 in µM where a hit was titrated | 290,000 tested, 0.052% active;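 active means inhibition of at least 50% with at least 30 cells and total cytoplasm GFP at most 10,000,000; inconclusive means under 30 cells or total GFP of 10,000,000 plus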
KOR beta-arrestin-1: KOR antagonists, beta-arrestin recruitment, cell-based, luminescence, uHTS (AID 1778). Kappa-type opioid receptor (Homo sapiens). KOR beta-arrestin recruitment, luminescence, antagonist mode; higher % means a stronger effect. one-dose inhibition, % at 10 µM; IC50 in µM for titrated hits. 290,000 tested, 0.091% active; in the data active means inhibition above about 50%; further: strong numbers were not always called active
NOD1 NF-kB reporter: NOD1 signaling inhibitors, primary screen, cell-based, luminescence, uHTS (AID 1578) | NOD1-driven NF-kB luciferase reporter cells, luminescence; higher % means a stronger effect | 290,000 tested, 1% active | inhibition, % at 4 µM; hits with a dose series show EC50 in µM; in the data active means inhibition mostly above about 36%, no sharp cut-off; inactive means mostly below about 34%;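 further: HEK-293T reporter cells stimulated with the NOD1 agonist gamma-tri-DAP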
KOR beta-arrestin-2: KOR agonists, beta-arrestin recruitment, primary screen, cell-based, luminescence, uHTS (AID 1777); Kappa-type opioid receptor (Homo sapiens); KOR beta-arrestin recruitment, luminescence; higher % means a stronger effect; one-dose activation, % at 10 µM; EC50 in µM for titrated hits; 280,000 tested, 0.02% active; in the data active means activation above about 50%, passing the limit was not always enough; further: a part of the inactive calls stands beside numbers as strong as those of hits
NTR1 agonist cell count 20 µM: further read-out of NTR1 agonist, marked with its call; cell count; measured here: cell count, cytotoxicity flag
Numbers without * were called inactive; ? = inconclusive; / = not tested or not shown; [ ] = remark or other dose. This is a subset, so the mix of outcomes need not match the whole.

Every second line gives: GPR55 activation | K1F lysis inhibition | MgcRacGAP inhibition | GPR55 antagonists | NTR1 agonist | NTR1 agonist cell count 20 µM | GPR35 arrestin U2OS | KOR beta-arrestin-1 | NOD1 NF-kB reporter | KOR beta-arrestin-2
- O=C(NC1CCCC1)C(c1ccncc1)N(C(=O)c1csnn1)c1ccccc1F (stereo not given)
 : -0.2% | 0.2% | 1% | -7% | 1.1 | 41 | 0% | -2% | -39% | -4.4%
- O=C(CSc1nnc(NC(=O)c2ccc(F)cc2)s1)NC1CC1
 : 0.9% | 0.5% | -5% | 4% | 1.3 | 43 | 11% | 14% | -20% | -2.6%
- COCCOC(=O)C1=C(C)NC(=O)CC1c1cc2c(cc1Br)OCO2 (stereo not given)
 : -0.1% | 0.8% | 8% | 16% | -0.3 | 105 | 1% | 16% | -15% | -1.6%
- O=c1[nH]c(C2CCCN(S(=O)(=O)c3ccccc3F)C2)nc2c1nnn2Cc1ccccc1Cl (stereo not given)
 : 0.3% | -0.4% | 10% | -6% | 4.2 | 54 | 11% | 10% | -14% | -0.7%
- CCCc1[nH]n(-c2nc3ccccc3s2)c(=O)c1C=NCC1CCCO1 (stereo not given)
 : -0.2% | -0.3% | 7% | -7% | 2.4 | 93 | 3% | -25% | -13% | 8.8%
- CC(=O)Nc1ccc(C2CC(c3ccc(Cl)cc3)=NN2c2ccccc2)cc1 (stereo not given)
 : -0.1% | 0.1% | 7% | 38% | 13 | 105 | -27% | 24% | 1% | -2.8%
- COc1ccc(OC)c(S(=O)(=O)N2CCN3CCCC3C2)c1 (stereo not given)
 : 0.5% | 6.1% | -6% | -1% | 0.4 | 58 | 16% | 23% | -17% | 0.1%
- CCOC(=O)C1(C)NC(c2ccccc2F)C2C(=O)N(c3cccc(C(C)=O)c3)C(=O)C21 (stereo not given)
 : -0.1% | -0.3% | 6% | -13% | -1.1 | 88 | -10% | 3% | 0% | -1.1%
- CCOC(=O)c1c(NC(=O)CN2C(=O)CN(C)C2=O)sc(C)c1C
 : -0.4% | -0.5% | 4% | 0% | 1.2 | 30 | 6% | -18% | -14% | -1.5%
- O=C(C1CCC(=O)N(C2CCCCCC2)C1)N1CCN(c2ccccc2Cl)CC1 (stereo not given)
 : 0.3% | 0.1% | -1% | 16% | 0.9 | 61 | 4% | -30% | 2% | 1.6%
- CC1(C)CC(=O)N(c2cccc(Cl)c2)C(=O)C1
 : 0.4% | 0.2% | 4% | 4% | 0.5 | 77 | -6% | 17% | -3% | 0.8%
- CCOc1ccc(-n2ccnc2SCC(=O)Nc2nnc(C)s2)cc1
 : 0.5% | -0.1% | 7% | -2% | 1.7 | 44 | 3% | -33% | 9% | 12%
- C=CCNC(=O)C1CC2Cn3c(nc4cc(C)c(C)cc43)C2N1C (stereo not given)
 : -0.1% | 0.3% | -2% | 0% | -1.9 | 92 | -7% | -2% | 6% | 0.3%
- COc1ccc(NC(=O)C2CCN(c3nnnn3-c3ccccc3)CC2)cc1
 : -0.1% | -0.1% | 8% | 29% | -1.0 | 96 | -6% | 2% | -21% | -0.8%
- N#CC(C(=O)OC1CCCCC1)c1nc2ccccc2nc1N1CCOCC1 (stereo not given)
 : -0.2% | 2.1% | 5% | 8% | 3.6 | 84 | -6% | 14% | -32% | 4.1%
- CCN1CCN(C(=O)c2ccc(C)c(S(=O)(=O)Nc3cccc(C)c3)c2)CC1
 : 0.1% | 0.4% | 3% | 10% | 2.6 | 61 | -13% | -12% | -33% | 5.3%
- Fc1ccccc1NC(=S)NCCc1cccc(Cl)c1
 : 0.2% | -0.3% | 7% | 3% | 0.5 | 50 | -4% | 8% | -50% | 0.2%
- CCN(c1ccccc1)S(=O)(=O)c1ccc(C(=O)NCCc2ccc(S(N)(=O)=O)cc2)cc1
 : -0.2% | -0.7% | 2% | -9% | 0.3 | 49 | -19% | -21% | 16% | 1.7%
- O=Cc1ccc(-n2cncn2)cc1
 : 0.7% | 0.0% | 5% | -10% | -0.6 | 77 | 6% | -20% | -34% | -4.6%
- COCCOC(=O)C1=C(C)OC(N)=C(C#N)C1c1ccc2c(c1)OCO2 (stereo not given)
 : -0.1% | 0.4% | 13% | 5% | 0.7 | 34 | 3% | -38% | / | -1.2%

Additional entries:
Every second line gives: GPR55 activation | K1F lysis inhibition | MgcRacGAP inhibition | GPR55 antagonists | NTR1 agonist | NTR1 agonist cell count 20 µM | GPR35 arrestin U2OS | KOR beta-arrestin-1 | NOD1 NF-kB reporter | KOR beta-arrestin-2
- Cc1ccc(S(=O)(=O)N/N=C/c2ccc(OCC(=O)Nc3ccccc3Cl)cc2)cc1
 : -2.3% | -1.4%[50 µM] | 6% | 4% | 1.3 | 64 | -1% | -35% | 10% | 6.3%
- CCOC(=O)C1CCCN(c2c(NCCN3CCCCC3C)c(=O)c2=O)C1 (stereo not given)
 : 0.4% | -0.6% | -5% | 2% | 2.6 | 100 | 13% | -41% | -21% | -3.5%
- CN1CCN(C(=O)/C(=C\c2cccs2)NC(=O)c2ccco2)CC1
 : -0.2% | 1.4% | 16% | 1% | -0.7 | 41 | -12% | / | -13% | -3.4%
- COc1ccc(OCCSc2nnc(-c3cccnc3)n2N)cc1
 : -0.2% | 0.2% | 5% | 6% | 0.9 | 66 | -9% | 8% | -17% | -0.4%
- COC(=O)c1cc(OC)c(OC)cc1NC(=O)c1csc(C)c1
 : 0.0% | 0.2% | 1% | 2% | 1.9 | 71 | -19% | 18% | -13% | 0.6%
- O=C(CSc1ncnc2nc[nH]c12)Nc1ccc(Br)cc1Cl
 : -0.3% | 0.1% | 13% | 10% | 0.1 | 48 | -21% | -6% | -2% | 3.3%
- COC(=O)c1sccc1-n1cccc1C(=O)N1CCOCC1
 : 0.0% | 0.3% | 10% | 0% | -0.5 | 43 | 1% | -13% | 23% | 4.6%
- CCS(=O)(=O)N1CCC(C(=O)Oc2ccc(Cl)cc2)CC1
 : -0.4% | -0.1% | 9% | 4% | -0.3 | 59 | -11% | -10%[20 µM] | -13% | -6.4%
- CCn1c(=O)c([N+](=O)[O-])c(N2CCN(Cc3ccc4c(c3)OCO4)CC2)c2ccccc21
 : -0.1% | 0.4% | 9% | -3% | 8.4 | 49 | 6% | 25% | / | -4.1%
- O=C(OCC1CC(c2ccccc2)=NO1)c1ccco1 (stereo not given)
 : -0.2% | 0.6% | 11% | -11% | 0.1 | 52 | -9% | 7% | -12% | 0.0%
- O=C(O)CC(NC(=O)Nc1ccccc1)c1ccc(OC2CCCC2)cc1 (stereo not given)
 : -0.4% | 1.0% | 5% | -18% | 2.1 | 62 | 2% | -22% | 32% | 14%
- CSc1sc(C(=O)O)c(C)c1C(C)=O
 : -0.1% | 0.3% | 1% | -10% | 0.8 | 40 | 1% | 4% | 28% | -2.4%
- COc1ccc(NC2CCCN(C(=O)c3cn(C)c4ccccc34)C2)cc1 (stereo not given)
 : -0.2% | 0.1% | ? | 7% | 1.4 | 45 | -2% | -32% | -15% | -8.1%
- O=C(Nc1ccc(NC(=O)c2ccco2)nc1)c1ccco1
 : 0.0% | -0.1% | 6% | 0% | 0.6 | 51 | 9% | -4% | -14% | 0.4%
- O=C(O)Cn1cc2c(n1)CCCCC2
 : -0.1% | 1.8% | 6% | 17% | -0.7 | 40 | -10% | 18% | -20% | -0.8%
- CN1C(=S)SC(C)(C)C1(C)NO (stereo not given)
 : -0.4% | 0.4% | 7% | 2% | -1.2 | 88 | 8% | 9% | -4% | 2.3%
- COc1ccc(C(=O)Nc2ccc(O)cc2C(=O)O)cc1
 : -0.2% | -1.1% | 13% | 9% | 0.2 | 39 | -2% | -20% | -36% | -2.2%
- COc1cccc(N2CCN(C(=O)CCNS(=O)(=O)c3ccc4c(c3)c(=O)n(C)c(=O)n4C)CC2)c1
 : 0.4% | 0.3% | 6% | 6% | 0.2 | 38 | 4% | -21% | -20% | -2.5%
- Brc1ccc2[nH]ncc2c1
 : -0.2% | -0.8% | 4% | -16% | 0.9 | 53 | 8% | 0% | -7% | -5.4%
- CCN(c1cccc(C)c1)S(=O)(=O)c1ccc2c(c1)oc(=O)n2C
 : 0.3% | 0.1% | 8% | 2% | -0.8 | 45 | 3% | 2% | -5% | -6.6%

(list continues)
Every second line gives: GPR55 activation | K1F lysis inhibition | MgcRacGAP inhibition | GPR55 antagonists | NTR1 agonist | NTR1 agonist cell count 20 µM | GPR35 arrestin U2OS | KOR beta-arrestin-1 | NOD1 NF-kB reporter | KOR beta-arrestin-2
- Cn1c(=O)n(C)c2cc(NC(=O)CSc3nnc(-c4ccccc4O)n3-c3ccccc3)ccc21
 : -0.1% | -0.3% | -3% | -10% | 1.8 | 46 | 2% | 12% | -31% | -1.4%
- CC(=O)SCCC(=O)N1C(C)CCCC1C(=O)O (stereo not given)
 : -0.2% | 0.8% | 5% | 8% | -1.0 | 50 | 6% | 6% | -19% | 3.3%
- O=C(COC(=O)CCSc1ccc(Cl)cc1)NCCc1ccccc1
 : -0.3% | -1.3% | 13% | 2% | -0.4 | 41 | -2% | -48% | -10% | -4.6%
- O=C(CCCOc1ccc(Cl)cc1)Nc1cccc(C(=O)O)c1
 : -0.1% | -1.3% | 4% | 15% | 0.9 | 29 | 0% | -14%[20 µM] | -17% | /
- COc1cccc(C2c3[nH]c4ccccc4c3C[C@H]3C(=O)N(c4ccccc4C(=O)NCCCN4CCOCC4)C(=O)N23)c1 (stereo not given in full)
 : -0.2% | 4.4% | 7% | -6% | 0.9 | 88 | 10% | -3%[20 µM] | -4% | -2.7%
- CC(=O)N1N=C(N)SC1(C)C
 : 0.0% | -0.3% | 6% | -4% | -0.9 | 27 | -10% | -23% | -16% | -4.9%
- Cc1ccc(NC(=S)c2ccncc2)c(C)c1
 : -0.2% | 0.4% | -2% | -7% | -0.7 | 74 | 18% | -39% | 0% | -3.2%
- CN(O)/C=C/C(=O)c1ccc(Br)cc1
 : 0.8% | / | / | 7% | -0.2 | 43 | -5% | 20% | -23% | -5.5%
- CC(=O)Nc1ccc(C(=O)Cn2nnc3ccccc3c2=O)cc1
 : -0.1% | -1.9% | 6% | -5% | 1.4 | 57 | 15% | -21% | -52% | 1.3%
